Screening data from PubChem BioAssay.
esBAF inh = Bmi1 luciferase reporter increase in mESCs, primary screen, esBAF inhibitor project, mouse ES cells, Bmi1 luciferase knock-in, single point; 24 h; 100% = twice the neutral-well signal; reporter increase, % at 12.5 µM; 350,000 tested, 2% active; in the data active means activation above about 40%; inconclusive means no clear call, values can overlap the other calls;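 further: 0% = median of the plate's neutral control wells and 100% = double that signal; a rise in the Bmi1 reporter signal indicates esBAF inhibition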
XiGFP reactiv = activators of inactive X chromosome reactivation, primary screen, imaging, XiGFP fibroblasts, GFP high-content imaging, set 2. XiGFP mouse fibroblasts, % GFP-positive cells imaging, 3 d; cells co-treated with 5-aza-dC sensitizer; scaled so ellipticine positive control = 100%. activation, % at 7.58 µM. 360,000 tested, 0.055% active;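 active means mean normalized replicate activation at least 10% and every replicate at or above 10%; inconclusive means only one of the two criteria met; inactive means mean below 10% and not all replicates reach 10%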;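 further: 0% = median of on-plate neutral control wells and 100% = ellipticine 6 µM median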
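Material: XiGFP fibroblasts, SV40-immortalized; Buffer or medium: DMEM containing 5-aza-dC; Compound dosing: single point; Times: 3 days compound exposure.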
E-selectin induc = E-selectin induction in HUVECs, primary screen, imaging, HUVEC, immunofluorescence imaging, single point; normalized: neutral wells 0, TNF-alpha wells 100; activation, % at 7.58 µM; 260,000 tested, 0.37% active; P16581;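 active means mean E-selectin-positive cell signal at least 10% of the positive control, reached in at least 60% of replicates, without over 20% cell loss; inconclusive means no rule given, readout overlaps actives, possibly toxicity-flagged; inactive means the rest, including those meeting only one limit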;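 further: in these data hits start at about 27%; measured in HUVEC primary endothelial cells; signal is the percent of cells scored E-selectin positive by PE staining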
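Read-out basis: % PE-positive cells; Test system: HUVEC primary endothelial cells; Technique: immunofluorescence imaging; Dosing: single-point compound dose.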
RAD52 anneal inh = RAD52 DNA annealing inhibitors, primary screen, biochemical, FRET, single point, set 2; recombinant RAD52 DNA annealing, FRET fluorescence; inhibition, % at 18.7 µM; 360,000 tested, 0.46% active;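 active means every replicate showing at least 50% inhibition; inconclusive means mean inhibition at least 50% but not in every replicate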
EWS-Fli inh = EWS/Fli-driven NR0B1 reporter inhibitors, primary screen, A673 cells, NR0B1 luciferase, luminescence, MLPCN library | viability-normalised | inhibition, % at 12.6 µM | 350,000 tested, 0.67% active | AID 651661, 2012;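 active means mean inhibition of at least 50% after viability correction, with every replicate also passing that limit; inconclusive means mean reaches 50% but only one of two replicates passes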;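 further: firefly luciferase signal divided by Alamar Blue viability fluorescence both relative to DMSO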
FN deposit inh = inhibitors of fibronectin matrix deposition, primary screen, AH1F cells, Alexa488-fibronectin fluorescence, plate reader | AH1F fibroblasts, overnight | inhibition, % at 12.6 µM | 350,000 tested, 0.086% active | AID 743247, 2014;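 active means mean inhibition across replicates of 30% or more, regardless of how many single replicates reach that level; inconclusive means mean under 30% yet at least half of replicates reach 30%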;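 further: positive control wells lacked labelled fibronectin entirely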
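Material: AH1F fibroblast monolayer depositing Alexa488-labelled fibronectin into matrix / Amount: 10000 AH1F cells per well / Signal: fluorescence 485/525 nm / Medium: DMEM, 2% serum / Compound: single dose, pinned / Incubation: 1 h cell adhesion before compound, then overnight fibronectin incubation / Reagent: Alexa488-FN, 24 nM final / Read-out: inhibition of fibronectin deposition signal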
S100A4 MyoIIA = inhibitors of S100A4-myosin IIA peptide binding, primary screen, biochemical, fluorescence polarization, TAMRA-MyoIIA peptide | Protein S100-A4 (Homo sapiens), P26447 | inhibition, % at 10.7 µM | 360,000 tested, 0.14% active | AID 652163, 2013;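 active means mean inhibition of at least 70% across replicates, with every replicate also reaching that level; inconclusive means mean inhibition reaches 70% but some replicates fall short; inactive means mean inhibition below 70%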
Target sequence (P26447 whole entry, looked up): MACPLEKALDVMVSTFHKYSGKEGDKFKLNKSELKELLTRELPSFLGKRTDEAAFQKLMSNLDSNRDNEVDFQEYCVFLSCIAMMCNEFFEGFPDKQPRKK
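Material: S100A4 monomer protein / Buffer or medium: 50 mM HEPES pH 7.2, 10 mM CaCl2, 100 mM KCl / Times: 5 min incubation before reading / Benchmarks: neutral control DMSO, positive control TFP / Reagent: labelled myosin peptide probe, 5 nM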
RAD54 branch = inhibitors of human RAD54 branch migration, primary screen, biochemical, fluorescence, single point; RAD54 Holliday junction branch migration, FAM/BHQ fluorescence; inhibition, % at 10.4 µM; 360,000 tested, 0.14% active; AID 602329, 2012;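 active means mean normalized replicate activity at least 40 and at least half of replicates scoring 40 or more; inconclusive means only one of the two criteria met; inactive means mean below 40 and under half of replicates reaching 40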;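 further: 0% = median of neutral control wells and 100% = median of positive control wells; inhibitors cause a drop in the FAM fluorescence signal; in these data hits start at about 50%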
Target sequence (Q92698 whole entry, looked up): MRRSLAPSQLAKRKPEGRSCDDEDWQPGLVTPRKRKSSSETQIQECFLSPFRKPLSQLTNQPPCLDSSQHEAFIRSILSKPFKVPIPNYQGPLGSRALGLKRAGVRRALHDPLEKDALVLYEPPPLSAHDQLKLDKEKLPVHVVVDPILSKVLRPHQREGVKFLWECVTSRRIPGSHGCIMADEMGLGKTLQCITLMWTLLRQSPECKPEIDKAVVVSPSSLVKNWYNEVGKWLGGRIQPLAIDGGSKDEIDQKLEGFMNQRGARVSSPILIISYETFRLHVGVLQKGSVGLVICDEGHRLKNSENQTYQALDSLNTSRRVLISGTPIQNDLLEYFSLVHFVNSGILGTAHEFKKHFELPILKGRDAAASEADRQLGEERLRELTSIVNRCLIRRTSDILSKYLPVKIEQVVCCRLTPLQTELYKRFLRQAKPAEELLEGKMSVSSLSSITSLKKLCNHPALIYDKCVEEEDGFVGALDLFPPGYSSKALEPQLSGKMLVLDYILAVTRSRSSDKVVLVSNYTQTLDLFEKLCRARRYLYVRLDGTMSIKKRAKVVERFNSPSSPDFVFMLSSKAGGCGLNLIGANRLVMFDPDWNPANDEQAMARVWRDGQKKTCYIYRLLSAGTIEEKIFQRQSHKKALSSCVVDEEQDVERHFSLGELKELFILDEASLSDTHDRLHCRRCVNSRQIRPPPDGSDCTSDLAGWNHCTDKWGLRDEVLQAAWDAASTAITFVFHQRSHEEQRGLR
An asterisk follows results filed as active; u = inconclusive; x = no result given; & = joins results of further samples. Outcome played no part in choosing rows; 3% or so of the library scored in one or more.

SMILES	esBAF inh	XiGFP reactiv	E-selectin induc	RAD52 anneal inh	EWS-Fli inh	FN deposit inh	S100A4 MyoIIA	RAD54 branch
O=C(NCc1ccccc1)C1CCCN(C(=O)NCc2ccccc2)C1 (stereo unspecified)	0	0.0	x	-3	-11	5	-1	1
O=C(O)c1cccnc1Sc1ccc(Cl)cc1	x	0.0	x	-6	-8	1	-1	x
Cc1ccc(S(=O)(=O)Nc2ccc3c(c2)C(=O)N([C@H](C)CO)C[C@@H](C)[C@@H](CN(C)Cc2ccc(C(F)(F)F)cc2)OCCCC[C@H](C)O3)cc1	-13	0.2	x	-50	18	1	5	11
CCOc1ccc(-c2cc(C(=O)N/N=C/c3cccnc3)c3ccccc3n2)cc1	16	0.0	0.2	-17	x	-3	-2	2
CC(=O)N1CC(=O)N2[C@H](CO)[C@@H](c3ccc(-c4ccncc4)cc3)[C@H]2C1	x	0.6	0.1	-4	1	x	-12	x
C[C@@H]1CN([C@H](C)CO)C(=O)c2cc(NC(=O)Cc3ccccc3)ccc2O[C@H]1CN(C)C(=O)Nc1cccc2ccccc12	0	0.0	-3.7	17	4	x	-12	-3
CCCOc1ccc(-c2cnc(N)s2)cc1	76*	x	x	-18	-65	x	6	0
C[C@@H]1CN([C@H](C)CO)C(=O)c2cc(C#C[C@@H](C)O)cnc2O[C@H]1CN(C)Cc1cncnc1	1	-0.1	0.1	-3	1	x	4	-6
O=S(=O)(c1ccc(Cl)cc1)N1CCN(c2ccccn2)CC1	-2	0.0	0.0	2	7	-6	4	1
Cc1sc2nc(SCC(=O)N3CC(C)OC(C)C3)n(C)c(=O)c2c1C (stereo unspecified)	5	0.2	-1.0	-25	3	-3	-11	5
COc1ccc(/C=C/C(=O)Nc2ccc(S(=O)(=O)N3CCOCC3)cc2)c(OC)c1	5	0.1	-0.3	-10	8	-3	16	-5
O=C(N[C@H]1CC[C@@H](CCNC(=O)C2CCOCC2)O[C@@H]1CO)c1ccccn1	0	0.3	-0.2	0	-9	2	9	3
Fc1ccccc1CNC(=S)Nc1cccc(C(F)(F)F)c1	x	0.0	x	-10	2	1	3	4
COc1cccc(C(=O)Nc2ccc3c(c2)OC[C@@H](C)N(C(C)=O)C[C@@H](C)[C@H](OC)CN(C)C3=O)c1	-3	0.1	-0.1	4	0	5	8	-2
O=C1Nc2ccccc2C(=O)N2c3ccccc3NC(=O)C12 (stereo unspecified)	0	0.1	0.1	-4	6	-3	1	-6
Cc1cccc(C(=O)NCCc2ccccc2)c1	2	0.0	x	-4	-42	6	-1	16
O=C(O)CCCN(Cc1cccc(Br)c1)S(=O)(=O)c1ccc(Br)cc1	x	0.5	x	-27	11	12	2	x
CC(OC(=O)CN1C(=O)C2C3C=CC(C4CC34)C2C1=O)C(=O)c1ccccc1 (stereo unspecified)	3	0.0	x	-3	7	-1	-14	-2
O=C(NCCc1ccccc1)C(=O)NCc1ccncc1	6	0.0	0.1	-12	6	2	-2	1
OC1(C#CCN2CCCC2)c2ccccc2-c2ccccc21	x	0.0	x	-20	-2	-4	-5	x
C[C@@H]1CN([C@H](C)CO)C(=O)c2cc(NS(=O)(=O)c3cccs3)ccc2O[C@@H](C)CCCCO[C@H]1CN(C)Cc1ccccc1	0	0.2	x	18	-2	1	11	2
O=C(C[C@@H]1C=C[C@H](NS(=O)(=O)c2ccccc2)[C@H](CO)O1)NCCN1CCCCC1	1	0.1	-0.2	-3	-3	1	-9	6
CCn1cc(CN2CCCC(CO)(Cc3cccc(Cl)c3)C2)cn1 (stereo unspecified)	x	0.0	1.2	-24	-36	-10	11	x
COc1ccc(C2/C=C\CN(C(=O)C3CCCC3)CC(=O)N2Cc2ccc(F)cc2)cc1 (stereo unspecified)	2	0.0	-0.2	-8	-6	-7	-1	-1
COc1ccc(S(=O)(=O)Nc2ccc3c(c2)CC(=O)N([C@H](C)CO)C[C@H](C)[C@@H](CN(C)C(=O)Nc2ccc(F)cc2)O3)cc1	3	0.0	-18	x	-10	x	x	3
O=C(NC(Cc1ccccc1)C(=O)O)/C(=C/c1ccc([N+](=O)[O-])cc1)NC(=O)c1ccc(Br)o1 (stereo unspecified)	1	0.0	x	-23	-1	-1	-2	-31
O=C(Nc1c(-c2ccccc2)nc2ncccn12)c1cc2ccccc2oc1=O	-7	-0.1	0.0	-44	2	-8	3	3
CN(Cc1ccccc1)Cc1cc(=O)oc2ccccc12	u	-0.1	0.0	7	-50	-3	-1	3
O=C(NC1CC1)c1ccc2c(c1)C1C3CCC(C3)C1C(c1ccccc1)N2 (stereo unspecified)	x	0.1	x	4	-3	15	1	x
O=C(C[C@@H]1C[C@@H]2c3cc(NC(=O)Nc4ccc(C(F)(F)F)cc4)ccc3O[C@@H]2[C@H](CO)O1)NCc1ccc2c(c1)OCO2	0	0.0	2.6	1	-7	-53	-4	-9
C[C@H](CO)N1C[C@H](C)[C@H](CN(C)Cc2ccc(-c3ccccc3)cc2)Oc2ccc(NS(=O)(=O)c3ccccc3)cc2C1=O	-4	0.0	0.0	-4	9	x	-8	-8
COc1ccc(-c2c[n+](CC(=O)OC3CC(C)CCC3C(C)C)c3n2CCC3)cc1 (stereo unspecified)	-40	0.3	-3.3	44	21	-5	-6	20
CC(C)C#Cc1ccc2c(c1)O[C@@H](CN(C)C(=O)c1cccc(F)c1)[C@@H](C)CN([C@@H](C)CO)S2(=O)=O	-1	-0.9	-0.1	11	-1	x	-6	-6
COc1ccc(C2=C(c3ccc(OC)c(OC)c3)CN3CCCCC3C2)cc1 (stereo unspecified)	-1	0.0	-0.1	4	-4	-4	-3	6
CN(C)c1ccc(N=Nc2ccccc2C(=O)OCC(=O)NCC2CCCCC2)cc1	x	0.1	3.2	3	-45	29	5	x
CN(CC(=O)Nc1ccc(Cl)c(Cl)c1)Cc1nnc(-c2ccc(F)cc2)o1	x	0.0	-0.1	-72	-2	1	-4	x
C[C@H](CO)N1C[C@H](C)[C@H](CN(C)S(=O)(=O)c2cccc(F)c2)Oc2cc(Br)ccc2S1(=O)=O	-2&13	-0.1&-0.4	-0.1&-0.7	-1&4	23&17	4&22	0&15	3&2
CN(CC(=O)Nc1ccc2c(c1)OCCO2)Cc1nc2ccccc2c(=O)[nH]1	6	0.1	x	0	-10	-2	0	-3
COc1ccc2c3c([nH]c2c1)[C@H](CO)N(C(=O)Nc1ccc(F)cc1)CC31CCN(Cc2cc(-c3ccccc3)on2)CC1	x	0.2	0.1	0	10	x	2	x
CCCC1(CCC)NC(=O)N(CC(=O)N2CCc3ccccc32)C1=O	-2	0.1	x	9	8	2	1	5
CO[C@H]1CN(C)C(=O)c2cc(NC(=O)C3CC3)ccc2OC[C@@H](C)N(Cc2cccc(F)c2)C[C@@H]1C	0	-0.4	-0.3	1	5	-15	7	4
Cc1cc(NS(=O)(=O)c2ccc(NC(=O)C(C)Oc3ccccc3Cl)cc2)no1 (stereo unspecified)	1	0.1	-0.3	-11	3	4	2	-4
O=C(NC(=S)Nc1ccccc1O)c1ccccc1Cl	x	0.0	x	-2	-47	-14	0	x
CNC(=O)c1c(NC(=O)CCS(=O)(=O)c2ccc(C)cc2)sc2c1CCN(C(=O)OC)C2	x	0.4	x	-22	-9	5	-2	x
O=C(COC(=O)c1ccccc1SCC(=O)N1CCCC1)NCc1ccc(F)cc1	5	0.3	x	-68	-2	3	-4	5
O=C(NC1CCCCC1)N1CC(=O)N2[C@H](C1)[C@H](c1ccc(-c3cccc(F)c3)cc1)[C@@H]2CO	x	0.1	-0.5	-3	3	x	-2	x
O=C(c1ccc(F)cc1Cl)N(Cc1ccco1)C1CCS(=O)(=O)C1 (stereo unspecified)	-4	0.0	x	-15	4	-8	-13	-2
CC(=O)Nc1ccc(NC(=O)C2CCC(N3C(=O)C4C5C=CC(C6CC56)C4C3=O)CC2)cc1 (stereo unspecified)	-9	0.0	-0.1	-13	x	17	0	-6
O=C(O/C(=C/c1ccccc1)C(F)(F)F)c1ccccc1	x	0.3	1.1	-17	0	-10	-5	0
COc1ccc(S(=O)(=O)N(C)C[C@@H]2OCCCC[C@@H](C)Oc3ccc(NC(=O)NC4CCCCC4)cc3C(=O)N([C@H](C)CO)C[C@H]2C)cc1	5	-0.1	x	-51	-1	-16	-10	-3

Exported bar-delimited: part of the list above
SMILES | esBAF inh | XiGFP reactiv | E-selectin induc | RAD52 anneal inh | EWS-Fli inh | FN deposit inh | S100A4 MyoIIA | RAD54 branch
O=C(NC1CCCCC1)N1CC(=O)N2[C@H](C1)[C@H](c1ccc(-c3cccc(F)c3)cc1)[C@@H]2CO | x | 0.1 | -0.5 | -3 | 3 | x | -2 | x
O=C(c1ccc(F)cc1Cl)N(Cc1ccco1)C1CCS(=O)(=O)C1 (stereo unspecified) | -4 | 0.0 | x | -15 | 4 | -8 | -13 | -2

Next section
SMILES	esBAF inh	XiGFP reactiv	E-selectin induc	RAD52 anneal inh	EWS-Fli inh	FN deposit inh	S100A4 MyoIIA	RAD54 branch
COc1ccccc1-c1ccc([C@H]2[C@H](C#N)N(C(=O)CN(C)C)[C@H]2CO)cc1	-5	-0.1	0.3	15	-8	0	22	-1
CCc1nc2ccc(C(=O)N3CCN(C)CC3)cn2c1N(CCC(C)C)CCN(C)C	-4	0.1	0.1	-17	-1	-6	1	2
CCN(CC(=O)Nc1ccc(Br)c(C)c1)CC(=O)NC(C)C	-1	0.0	-0.4	-9	13	3	3	0
CCOC(=O)C1CCN(C(=O)N(C)C)CC1	7	x	x	-14	0	x	-3	-11
O=C(Nc1cccc2ccccc12)OCc1ccccc1	61*	0.1	-0.1	-2	-100	9	-4	-4
O=C(c1ccco1)N1CCN(C(=O)N2CCCCC2)CC1	x	0.0	x	-13	-10	2	-22	x
COc1ccc(-c2nn(-c3ccccc3)cc2/C=C(\C#N)S(=O)(=O)c2ccccc2)cc1OC	x	0.0	0.0	-50	-19	21	-2	x
COc1ccc(NC(=O)Nc2ccc3c(c2)C(=O)N([C@H](C)CO)C[C@H](C)[C@@H](CN(C)Cc2ccc4c(c2)OCO4)OCCCC[C@@H](C)O3)cc1	-2	-0.7	-0.1	9	-2	x	5	2
COc1ccc(NC(=O)Nc2ccc3c(c2)CC(=O)N([C@@H](C)CO)C[C@H](C)[C@@H](CN(C)CC2CCCCC2)O3)cc1	-2	0.2	1.6	4	-7	x	6	4
